KOR beta-arrestin-1 – KOR antagonists, beta-arrestin recruitment, cell-based, luminescence, uHTS (AID 1778); KOR beta-arrestin recruitment, luminescence, antagonist mode; higher % means a stronger effect; inhibition, % at 10 µM, or IC50 in µM where a hit was titrated; hit rate 0.091% among 290,000; in the data active means inhibition above about 50%; further: strong numbers were not always called active
GPR55 antagonists – GPR55 antagonists blocking LPI-driven arrestin recruitment, primary screen, imaging, U2OS, beta-arrestin-GFP, LPI agonist (AID 2013); hit rate 0.13% among 290,000; U2OS GPR55 beta-arrestin-GFP translocation imaging, LPI antagonism; higher % means a stronger effect; inhibition, % at 10 µM, or IC50 in µM where a hit was titrated;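 active means spots per cell inhibited over 60%, with over 100 cells counted and total cytoplasm intensity under 500,000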;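 further: U2OS cells stably carrying GPR55 and arrestin-GFP stimulated by 5 µM LPI near EC80; imaged beta-arrestin-GFP aggregate spots per cell after agonist stimulation; plate controls were LPI-stimulated DMSO wells for no effect and DMSO wells without LPI for full effect; some results filed as inactive read as strong as hits; confirmed hits need IC50 under 10 µM and bright autofluorescent wells are also inconclusive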
GPR55 activation – GPR55 agonists via beta-arrestin recruitment, primary screen, imaging, U2OS cells, beta-arrestin-GFP redistribution (AID 1961); U2OS GPR55 beta-arrestin-GFP redistribution imaging; higher % means a stronger effect; activation, % at 10 µM, or EC50 in µM where a hit was titrated; hit rate 0.048% among 290,000;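 active means activation above 40% with more than 50 cells counted in the well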;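 further: U2OS osteosarcoma cells stably expressing GPR55 and beta-arrestin-GFP; plate controls were DMSO negative control for no effect and LPI positive control for full effect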
AID2073 – disruptors of CaV2.2 binding to Mint1 – biochemical, HTRF (AID 2073). HTRF protein-protein interaction, Mint1-CaV2.2; higher % means a stronger effect. inhibition, % at 20 µM, or IC50 in µM where a hit was titrated. hit rate 0.19% among 290,000; in the data active means inhibition mostly above about 51%, no sharp cut-off; further: some results filed as inactive read as strong as hits
Siah-1 displacement – Siah-1 peptide-binding antagonists, primary screen, biochemical, fluorescence polarization, rhodamine-plectin, uHTS (AID 1817); Siah-1 / rhodamine-plectin peptide fluorescence polarization; higher % means a stronger effect; one-dose displacement, % at 20 µM; IC50 in µM for titrated hits; hit rate 0.02% among 290,000;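 active means displacement of at least 50% at 20 µM, with a fluorescence ratio check between 0.3 and a set limit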;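 further: plate controls were Siah plus tracer with DMSO for no effect and tracer alone without Siah for full effect; strong numbers were not always called active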
GPR35 antagonists – GPR35 antagonists blocking zaprinast-driven arrestin recruitment, primary screen, imaging, U2OS, beta-arrestin-GFP, zaprinast agonist (AID 2058). inhibition, % at 10 µM, or IC50 in µM where a hit was titrated. U2OS GPR35 beta-arrestin-GFP translocation imaging, zaprinast antagonism; higher % means a stronger effect. hit rate 0.052% among 290,000;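 active means inhibition of at least 50% with at least 30 cells and total cytoplasm GFP at most 10,000,000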
KOR beta-arrestin-2 – kappa opioid receptor activators – cell-based, luminescence, uHTS, primary screen (AID 1777); KOR beta-arrestin recruitment, luminescence; higher % means a stronger effect; one-dose activation, % at 10 µM; EC50 in µM for titrated hits; hit rate 0.02% among 280,000; in the data active means activation above about 50%, passing the limit was not always enough; further: a part of the inactive calls stands beside numbers as strong as those of hits
HIV fusion peptide – inhibitors of HIV fusion peptide binding, primary screen, biochemical, uHTS, fluorescence dequenching (AID 1986). cell-free peptide binding, fluorescence dequenching, 30 min; higher % means a stronger effect. inhibition, % at 20 µM, or IC50 in µM where a hit was titrated. hit rate 0.3% among 290,000; in the data active means inhibition mostly above about 52%, no sharp cut-off; inactive means mostly below about 76%; further: some results filed as inactive read as strong as hits
NOD1 NF-kB reporter – NOD1 signaling inhibitors, primary screen, cell-based, luminescence, uHTS (AID 1578). NOD1-driven NF-kB luciferase reporter cells, luminescence; higher % means a stronger effect. inhibition, % at 4 µM; hits with a dose series show EC50 in µM. hit rate 1% among 290,000; in the data active means inhibition mostly above about 36%, no sharp cut-off; inactive means mostly below about 34%;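 further: HEK-293T reporter cells stimulated with the NOD1 agonist gamma-tri-DAP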
The depositor's hits bear a star; / = not tested or not shown; [ ] = dose if it differs, or a comment.

cpd	structure	KOR beta-arrestin-1	GPR55 antagonists	GPR55 activation	AID2073	Siah-1 displacement	GPR35 antagonists	KOR beta-arrestin-2	HIV fusion peptide	NOD1 NF-kB reporter
1	COc1ccccc1CN1CCNC(=O)C1CC(=O)NC1CCCCCC1 (configuration not stated)	7%	4%	-0.1%	4%	-5%	-10%	4.0%	0.5%	-2%
2	Cc1cc(NS(=O)(=O)c2ccc(NC(=O)c3oc4ccccc4c3C)cc2)no1	-43%	-9%	0.1%	10%	-1%	-6%	2.0%	14%	-11%
3	CC#CCCCC(=O)Nc1cccc(C(=O)O)c1	-42%	-16%	0.0%	24%	-4%	3%	3.7%	16%	33%
4	CN1CCN(C(=O)NC2CCCN2S(=O)(=O)c2ccc(Cl)cc2)CC1 (configuration not stated)	12%	-1%	-0.1%	-2%	2%	4%	-2.5%	0.8%	-3%
5	O=C(NCc1ccco1)c1cc([N+](=O)[O-])ccc1Cl	1%[20 µM]	-4%	-0.1%	-2%	2%	9%	-5.1%	-0.7%	-15%
6	Cc1ccc(NC(=O)C(c2ccccc2)C2CCCC2)cc1 (configuration not stated)	30%	12%	-0.4%	2%	-3%	-10%	3.0%	0.1%	-7%
7	COc1ccc(/C=C2\SC(=S)N(N3C(=O)CCC3=O)C2=O)cc1O	-63%	3%	-0.2%	25%	3%	2%	1.0%	21%	-31%
8	Cc1cc(C)c(C)c(OCC(=O)O/N=C(\N)c2ccccn2)c1	9%	2%	-0.1%	-8%	1%	8%	3.8%	0.0%	-20%
9	O=C(Nc1ccccn1)c1ccc(Br)c(S(=O)(=O)N2CCCC2)c1	-3%	18%	-0.1%	1%	-1%	-5%	-3.2%	1.0%	-39%
10	O=C(Cn1cnc2ccccc21)Nc1ccc(SC(F)F)cc1	/	5%	-0.1%	-10%	1%	-11%	/	-1.1%	19%
11	CCC(C)N(C(=O)COC(=O)c1ccccc1SCC(=O)N1CCCC1)C1CCS(=O)(=O)C1 (configuration not stated)	-3%	10%	-0.1%	-4%	0%	-17%	5.5%	0.4%	-13%
12	O=C1NCCCC1C(=O)N/N=C/c1ccc(Cl)cc1 (configuration not stated)	10%	9%	-0.1%	3%	-4%	11%	/	0.2%	-4%
13	O=C(Nc1nnc(SCc2ccc(Cl)cc2)s1)C1CC(=O)N(Cc2ccccc2)C1 (configuration not stated)	-20%	1%	0.5%	-3%	4%	-8%	-2.8%	-1.7%	-14%
14	CCOc1ccc2[nH]c(=O)c(CN(Cc3nnnn3Cc3ccccc3)CC3CCCO3)cc2c1 (configuration not stated)	-26%	2%	-0.4%	17%	-1%	-10%	-4.0%	-3.8%	-4%
15	CN(c1ccccc1)S(=O)(=O)c1cccc(C(=O)NCCc2ccc(O)c(O)c2)c1	24%	-9%	-0.3%	15%	-4%	11%	-2.4%	6.3%	-28%
16	COc1ccc(-c2cc(C(=O)Nc3ccc4c(c3)OCO4)no2)cc1	-29%	-1%	-0.1%	33%	6%	-1%	-1.4%	-0.8%	-57%
17	Cc1ccc(C(=O)Cn2nnc3ccccc32)cc1	-8%	12%	0.0%	7%	2%	-1%	6.2%	-0.1%	-28%
18	Nc1c(C(=O)NCCc2ccccc2)nnn1Cc1ccc(Br)cc1F	-26%	10%	-0.3%	15%	0%	-7%	0.4%	0.8%	-7%
19	CCC1(C)NC(=O)N(CC(=O)Nc2sc3c(c2C(N)=O)CCC3)C1=O (configuration not stated)	-22%	6%	0.4%	23%	-6%	13%	-0.2%	-0.8%	13%
20	Cc1nc(NC(=O)c2ccc(F)cc2)nc2cc3c(cc12)OCO3	-8%	-11%	0.2%	2%	10%	16%	2.4%	-2.4%	/
21	O=C(C(Cc1ccccc1)n1cccc1)N1CCCCCC1 (configuration not stated)	1%	5%	1.7%	7%	-4%	-10%	-2.1%	-2.9%	-24%
22	O=C(Nc1ccc2c(c1)OCO2)c1cccs1	-54%	1%	-0.2%	-2%	1%	5%	2.1%	-0.6%	-21%
23	S=c1[nH]nc(-c2ccco2)n1/N=C/c1cccs1	-19%	1%	0.0%	-14%	-4%	-13%	-0.5%	2.2%	-7%
24	COc1ccc(S(=O)(=O)N2CCNC(=O)CC2)cc1	-4%	-8%	-0.1%	15%	-1%	2%	2.0%	0.9%	-2%
25	COCCCNC(=O)C1CCC(=O)N1Cc1ccccc1Cl (configuration not stated)	6%	27%	0.4%	2%	1%	-15%	2.3%	0.5%	-17%

Remaining list, next part:
cpd	structure	KOR beta-arrestin-1	GPR55 antagonists	GPR55 activation	AID2073	Siah-1 displacement	GPR35 antagonists	KOR beta-arrestin-2	HIV fusion peptide	NOD1 NF-kB reporter
26	O=P(Cc1ccccn1)(c1ccccc1)c1ccccc1	8%	9%	0.0%	-4%	-1%	-17%	9.7%	-0.2%	13%
27	O=C(O)CCC(=O)Nc1ccc(S(=O)(=O)Nc2nccs2)cc1	-13%	10%	0.4%	-2%	5%	1%	0.2%	-0.3%	-26%
28	Cc1cc(=O)[nH]c(SCc2csc(-c3ccccc3)n2)n1	-54%	12%	-0.3%	7%	1%	0%	9.4%	1.9%	-38%
29	O/N=C/c1ccc2ccccc2n1	3%	7%	-0.1%	18%	2%	-21%	/	-1.0%	-2%
30	CCn1cc(CN2CCC(C(=O)Nc3ccc(Oc4ccccc4F)cc3)CC2)c(C)n1	-72%	16%	-0.1%	10%	-2%	8%	1.2%	-0.6%	-18%
31	CCn1cc(CN2CCC(C(=O)Nc3cccc(-c4cccc(OC)c4)c3)CC2)c(C)n1	23%	16%	0.6%	26%	3%	-14%	-1.9%	-0.1%	-6%
32	CCCCCc1ccc(-c2ccc(OC)cc2)nc1	8%[20 µM]	8%	0.0%	16%	15%	13%	/	-0.6%	-42%
33	COc1ccc(OC)c(NC(=O)c2ccc(NC(C)=O)cc2)c1	11%	-8%	-0.2%	2%	3%	24%	1.3%	-2.4%	-12%
34	Cc1cc(O)ccc1N1C(=O)c2cccc3cc([N+](=O)[O-])cc(c23)C1=O	1%	-3%	-0.5%	0%	2%	-1%	-6.6%	0.1%	-25%
35	COc1ccc2oc(C(=O)OCC(=O)N3CCC(C)CC3)c(C)c2c1	-9%	13%	-0.1%	23%	-6%	-15%	-1.6%	-0.7%	-21%
36	CCCCS(=O)CC(CS(=O)CCCC)OC(=O)c1ccc(C)cc1 (configuration not stated)	-13%	4%	-0.5%	27%	0%	-15%	-1.0%	2.6%	-16%
37	COCC1CCCCN1C(=O)c1ccc(OC2CCN(Cc3ccccn3)CC2)cc1 (configuration not stated)	12%	7%	-0.1%	34%	-1%	-8%	-1.5%	2.1%	-17%
38	CCOC(=O)N1CCC(NC(=O)COc2cc(=O)n(C)c3ccccc23)CC1	12%	0%	0.3%	-7%	-2%	-4%	0.9%	2.7%	-22%
39	Cc1ccc(C)c(NC(=O)CCNS(=O)(=O)c2ccc3[nH]c(=O)oc3c2)c1	-2%	4%	-0.4%	-2%	2%	23%	5.4%	4.6%	-10%
40	COc1cc2c(cc1OC)C(c1ccccc1N)=NCC2	7%	5%	0.2%	9%	0%	2%	0.0%	0.8%	-12%
41	Cn1cc(C(=O)O)c(-c2ccc3c(c2)OCCCO3)n1	-29%	2%	-0.3%	-3%	6%	11%	-2.1%	1.0%	-18%
42	CCc1cccc(C)c1NC(=O)COC(=O)c1c2c(nc3ccccc13)/C(=C\c1cccs1)CCC2	-1%	6%	0.7%	6%	-1%	-17%	-2.4%	19%	-46%
43	Cc1cc(Nc2cccc(C)c2C)n2ncnc2n1	-16%	-7%	-0.2%	-4%	13%	14%	1.0%	3.3%	-18%
44	O=C(NCc1ccccc1Cl)c1ccccc1Oc1ccccc1	19%	1%	-0.1%	-1%	1%	6%	-2.9%	3.2%	-13%
45	O=C(/C=C/c1ccccc1)N1CCC[C@H]1CO	-11%	4%	0.6%	5%	10%	9%	-3.1%	-1.5%	-38%
46	COC(=O)c1sc2nc(C)cc(-c3ccccc3)c2c1N	12%	-13%	0.3%	-1%	2%	11%	-1.7%	-1.4%	-17%
47	COc1ccc(NC(=O)c2cc(SC)ccc2Cl)cc1	-1%	-2%	-0.1%	7%	3%	3%	-1.9%	1.9%	-17%
48	Cc1cc(C(=O)NNc2ccc(Cl)cc2)no1	-16%	6%	0.2%	10%	-4%	-7%	1.4%	-2.0%	-3%
49	CC(=O)N(C)c1ccc(NC(=S)Nc2cccc3ccccc23)cc1	-21%	-7%	0.1%	-2%	44%	0%	10%	6.6%	-9%
50	COc1ccc2c(c1OC)C(=O)OC2N1C(=O)CC[C@H]1C(=O)NCC1CCCO1 (some centres not stated)	-19%[20 µM]	10%	-0.2%	1%	0%	7%	5.4%	0.2%	-9%

Some entries already given with just GPR55 antagonists, Siah-1 displacement and KOR beta-arrestin-2.
nr	canonical_smiles	GPR55 antagonists	Siah-1 displacement	KOR beta-arrestin-2
2	Cc1cc(NS(=O)(=O)c2ccc(NC(=O)c3oc4ccccc4c3C)cc2)no1	-9%	-1%	2.0%
3	CC#CCCCC(=O)Nc1cccc(C(=O)O)c1	-16%	-4%	3.7%

(list continues)
cpd	structure	KOR beta-arrestin-1	GPR55 antagonists	GPR55 activation	AID2073	Siah-1 displacement	GPR35 antagonists	KOR beta-arrestin-2	HIV fusion peptide	NOD1 NF-kB reporter
51	Cc1cccc(NC(=O)CSCc2cc(=O)n3c(C)csc3n2)c1C	-57%	-3%	-0.1%	-11%	-2%	-9%	7.3%	-0.7%	-27%
52	COc1ccc(/C=C2\COc3ccccc3C2=O)cc1OC	/	19%	0.4%	6%	9%	-6%	0.6%	1.8%	11%
53	COc1ccccc1CCNC(=O)Cn1ccc2cc(S(=O)(=O)N3CCCC3)ccc21	-44%	-14%	0.2%	-4%	-1%	-10%	-0.7%	-1.4%	-5%
54	O=C(NNC(=S)NC1CCCCC1)c1ccccc1Cl	-45%[20 µM]	-4%	-0.1%	-17%	-9%	12%	-5.0%	-3.1%	-31%
55	Cc1nc(CNS(=O)(=O)c2ccc3ccccc3c2)cs1	22%	16%	-0.1%	3%	4%	-1%	-1.2%	-1.2%	-10%
56	O=C(CCNS(=O)(=O)c1ccc(Br)cc1)NCc1cccs1	-32%	-20%	-0.4%	-8%	-5%	-16%	-0.3%	0.5%	-8%
57	C=C(C)c1cccc(C(C)(C)NC(=O)N2CCN(c3ccccc3OC)CC2)c1	/	8%	0.9%	-4%	4%	-7%	-4.4%	1.0%	-27%
58	O=S(=O)(Nc1cc(F)ccc1F)c1cccc2nsnc12	-5%	-4%	-0.2%	-2%	1%	1%	-3.8%	0.1%	-26%
59	O=c1oc2ccccc2c(Nc2cccc3ccccc23)c1[N+](=O)[O-]	-38%	-3%	-0.1%	-2%	0%	-2%	6.8%	2.7%	41%
60	N#Cc1c(NC(=O)CSc2ccccn2)oc(-c2ccccc2)c1-c1ccccc1	-1%	43%	0.0%	13%	-4%	-10%	1.5%	7.7%	-18%

From PubChem BioAssay

This is a subset; rates above refer to the full screens.
